OXTR agonist = agonists of human oxytocin receptor; P30559; CHO-OTR cells, Fluo-8 calcium fluorescence; normalized: DMSO 0%, oxytocin 100%; activation, % at 3 µM; 320,000 compounds, 0.32% hits;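 active = activation above the mean of all tested compounds plus 3 SD, cutoff set per screening run, cut at about 20% in these data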;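 note: peak over basal fluorescence ratio from a 100 s FLIPR kinetic read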
TAAR1 ag = human TAAR1 agonism; activation, % at 3 µM; CHO RD-HGA16 TAAR1, Fluo-8 calcium fluorescence; vehicle wells 0%, saturating PEA agonist 100%; Q96RJ0; 360,000 compounds, 0.99% hits;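 active = activation above the mean activation of all test compounds in the run plus 3 SD, cut at about 38% in these data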
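Repeats: no replicates (n 1) | Material: CHO-derived RD-HGA16 cells with stable Gα16 and human TAAR1 | Technique: Kinetic Fluo-8 calcium fluorescence | Schedule: 17-24 h seeding, 75 min 37 °C dye, 30 min RT | Evaluation: % activation from peak over basal fluorescence ratio, DMSO-to-PEA scaled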
OXTR potentiator = potentiators of human oxytocin receptor; CHO-OTR cells, Fluo-8 calcium fluorescence, potentiator mode; 0% = oxytocin EC15, 100% = EC100; activation, % at 3 µM; 320,000 compounds, 0.061% hits; AID 2445;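 active = activation above that plate's cutoff, the mean activation of tested compounds plus 3 SD, cut at about 6.6% in these data, passing the limit was not always enough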;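 note: 100% uses oxytocin at 75 nM as the full agonist control; some results filed as inactive read as strong as hits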
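Assay system: CHO cell line stably expressing human OTR. Reagent: EC15 oxytocin agonist. Dosing: single dose, 3.0 µM nominal final compound concentration. Timing: compound 6 min at room temperature before oxytocin, 100 s read. Signal: kinetic Fluo-8 calcium fluorescence. Controls: oxytocin EC15 low and EC100 high.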
CHRM1 antagonist = antagonists of human M1 muscarinic receptor. CHO-K1 hM1, Fluo-8 calcium fluorescence, ACh EC80 antagonist. AID 588852. inhibition, % at 3 µM. P11229. 360,000 compounds, 1.3% hits;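 active = percent inhibition above its own plate's cutoff, namely the mean of that plate's compound wells plus 3 SD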;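 note: peak over basal fluorescence ratio during 140 s after agonist addition; 0% = ACh EC80 plus DMSO and 100% = DMSO alone without agonist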
Target sequence (P11229 whole entry, looked up): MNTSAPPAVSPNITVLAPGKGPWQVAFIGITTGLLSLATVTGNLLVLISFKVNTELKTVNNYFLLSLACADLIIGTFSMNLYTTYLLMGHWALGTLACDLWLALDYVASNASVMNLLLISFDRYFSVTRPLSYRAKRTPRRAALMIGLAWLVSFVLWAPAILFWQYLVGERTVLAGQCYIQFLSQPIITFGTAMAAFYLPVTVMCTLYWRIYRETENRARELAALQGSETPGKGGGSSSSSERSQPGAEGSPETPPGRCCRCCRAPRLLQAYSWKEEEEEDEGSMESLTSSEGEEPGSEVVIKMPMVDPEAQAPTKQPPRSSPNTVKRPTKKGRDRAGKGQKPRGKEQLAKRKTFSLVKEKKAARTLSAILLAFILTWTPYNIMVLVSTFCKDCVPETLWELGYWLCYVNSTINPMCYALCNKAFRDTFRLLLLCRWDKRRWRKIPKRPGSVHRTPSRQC
CHO parental Ca = signal in parental CHO cells, OX1R antagonist counter-screen; 330,000 compounds, 0.63% hits; parental CHO-K1, ATP-induced calcium, Fluo-8 fluorescence; inhibition, % at 5.6 µM; AID 463079;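 active = inhibition above that plate's mean sample inhibition plus 3 SD, cut at about 26% in these data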;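 note: 0% = ATP-challenged DMSO wells and 100% = DMSO wells without ATP; some compounds past the cut are filed as inactive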
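test system = CHO parental line | reagent = ATP stimulus | measured by = intracellular calcium via Fluo-8 no-wash fluorescent dye | control set = ATP and no-ATP DMSO wells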
M1 ag = activates human CHRM1 receptor; AID 588814; CHO-K1 hM1, Fluo-8 calcium fluorescence, agonist mode; 0% DMSO, 100% acetylcholine EC100; activation, % at 3 µM; 360,000 compounds, 0.33% hits;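 active = activation above the run's mean compound activation plus 3 SD, cut at about 16% in these data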;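 note: peak over basal fluorescence ratio within a 140 s kinetic read after compound addition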
V1aR counter = counter-screen for oxytocin receptor agonists: human V1a receptor agonists | P37288 | CHO-V1R cells, Fluo-8 calcium fluorescence, agonist mode; 0% DMSO, 100% 3 nM vasopressin | activation, % at 3 µM | 320,000 compounds, 0.25% hits;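 active = activation above the mean activation of all tested compounds plus 3 SD, per screening run, cut at about 20% in these data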;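 note: signal is peak over basal fluorescence ratio across a 100 second FLIPR read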
Target sequence (P37288 whole entry, looked up): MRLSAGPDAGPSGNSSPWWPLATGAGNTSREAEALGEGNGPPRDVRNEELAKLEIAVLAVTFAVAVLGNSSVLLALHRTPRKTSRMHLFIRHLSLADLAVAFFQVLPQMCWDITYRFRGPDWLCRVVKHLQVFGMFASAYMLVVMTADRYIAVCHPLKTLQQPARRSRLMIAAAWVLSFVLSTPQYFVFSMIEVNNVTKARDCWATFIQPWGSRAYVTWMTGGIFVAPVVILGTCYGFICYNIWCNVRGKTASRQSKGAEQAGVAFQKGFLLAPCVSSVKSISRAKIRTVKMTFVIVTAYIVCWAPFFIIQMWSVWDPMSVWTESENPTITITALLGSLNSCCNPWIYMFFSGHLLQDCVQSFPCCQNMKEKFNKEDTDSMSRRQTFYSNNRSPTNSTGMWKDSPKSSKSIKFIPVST
M1 PAM = potentiates human M1 receptor response to acetylcholine; P11229; CHO-K1 hM1, Fluo-8 calcium fluorescence, ACh EC20; 0% = ACh EC20, 100% = maximal ACh; activation, % at 3 µM; 360,000 compounds, 0.088% hits; in the data active = activation above about 19%, passing the limit was not always enough
TAAR1 antag = antagonists of human TAAR1; Q96RJ0; CHO RD-HGA16 TAAR1, Fluo-8 calcium fluorescence, antagonist; inhibition, % at 3 µM; 360,000 compounds, 1.5% hits; AID 624466;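 active = inhibition above a per-plate cutoff, the mean inhibition of test compounds on that plate plus 3 SD, cut at about 49% in these data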;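 note: 0% = DMSO plus EC80 beta-PEA response and 100% = DMSO alone without agonist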
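System: RD-HGA16 CHO cells with stable hTAAR1 and Gα16 | Probe or stimulus: EC80 β-phenethylamine stimulus | Dosing: 3 µM, single point | Times: Dye loading 75 min at 37 °C, then 30 min room temperature | Measured by: Fluo-8 calcium-sensitive fluorescence | Read-out basis: % inhibition of agonist calcium response | Replicates: n of 1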
Active calls of the source: *; nt = no result given.

1	CC(=O)N(C(C)=O)S(=O)(=O)c1ccc(N=NN2CCCCC2)cc1
2	Cc1cc(C)c(NC(=O)CN2C(=O)CC(C)S(=O)(=O)c3ccccc32)c(C)c1 (stereo not drawn)
3	O=C(Nc1ccccc1O)c1ccc2c(c1)C(=O)N(c1ccccc1)C2=O
4	CC(=O)N(Cc1cccnc1)Cc1cc2ccccc2[nH]c1=O
5	Cc1nn(-c2ccccc2)nc1-c1nnc(-c2ccc(C(F)(F)F)cc2)o1
6	CCOC(=O)C1CCCN(C(=O)c2cc3nc(-c4cccc(OC)c4)cc(C(F)(F)F)n3n2)C1 (stereo not drawn)

Compound	1	2	3	4	5	6
OXTR agonist	1.1	0.3	nt	1.3	0.2	-0.1
TAAR1 ag	1	6	3	11	10	6
OXTR potentiator	-2	-4	nt	-4	-2	-4
CHRM1 antagonist	-4	-15	-7	-8	-3	27
CHO parental Ca	3	-19	nt	10	-1	-8
M1 ag	-1	-1	-2	-1	-1	-3
V1aR counter	1.2	-0.1	nt	0.2	1.1	0.5
M1 PAM	1	11	14	3	2	-20
TAAR1 antag	-12	-22	-17	4	-7	63*

Shown as a hit in TAAR1 antag, among the entries above:
| No. | molecule | OXTR potentiator | CHRM1 antagonist | M1 ag | M1 PAM | TAAR1 antag |
| --- | --- | --- | --- | --- | --- | --- |
| 6 | CCOC(=O)C1CCCN(C(=O)c2cc3nc(-c4cccc(OC)c4)cc(C(F)(F)F)n3n2)C1 (stereo not drawn) | -4 | 27 | -3 | -20 | 63* |

Further entries follow.
7	O=S(=O)(Nc1ccc(-c2ccc3nncn3n2)cc1)c1cccc(F)c1
8	C1=CC2c3ccccc3NC(c3ccncc3)C2C1 (stereo not drawn)
9	C/C(N)=C(/C#N)C(=O)COC(=O)CCC1CCCC1
10	O=S(=O)(c1ccc(Cl)c(C(F)(F)F)c1)N1CCN(CC(O)COCC2CCCO2)CC1 (stereo not drawn)
11	Cn1ccsc1=NC(=O)c1ccc([N+](=O)[O-])o1
12	Cc1cc(NC(=O)CSc2nnc(Nc3ccccc3C)s2)no1

Compound	7	8	9	10	11	12
OXTR agonist	0.6	-0.2	0.6	-0.1	-0.7	0.0
TAAR1 ag	2	10	2	8	3	3
OXTR potentiator	-5	3	-7	-15	-4	-5
CHRM1 antagonist	-1	5	-8	-8	-1	-2
CHO parental Ca	1	-16	-1	-6	-3	-10
M1 ag	8	-4	-3	1	-3	-1
V1aR counter	1.9	-0.2	1.1	0.2	0.7	0.4
M1 PAM	1	2	5	4	1	2
TAAR1 antag	-3	3	2	1	-25	-16

13	Cc1ccccc1C(=O)NCC(=O)c1ccccc1
14	COc1ccc(CCNC(=O)CCNC(=O)c2ccco2)cc1
15	CCCCC[C@H]1CN(CCCC)C(=O)[C@@H]1CC(=O)NCc1ccc(OC)cc1
16	CCOc1ccc(C(=O)NCC(=O)OCC(=O)N2CCC(C)CC2)cc1
17	O=C(Nc1ccccn1)c1ccc(Cl)c(S(=O)(=O)N2CCCCCC2)c1
18	Cc1cccc(NC(=O)C2CC(=O)NC(Nc3nc4ccccc4s3)=N2)c1 (stereo not drawn)

Compound	13	14	15	16	17	18
OXTR agonist	0.5	-0.3	-1.3	-0.1	-0.8	-0.9
TAAR1 ag	0	2	4	1	10	11
OXTR potentiator	3	-5	1	4	-5	-2
CHRM1 antagonist	-9	-17	5	6	-3	nt
CHO parental Ca	0	-4	-25	-11	-12	-3
M1 ag	-2	-3	-6	-3	-3	nt
V1aR counter	2.7	1.6	-1.1	-0.2	-0.3	0.5
M1 PAM	8	7	4	3	-1	nt
TAAR1 antag	-21	-8	-14	-12	5	-17

19	CCOc1cc([N+](=O)[O-])cc(/C=C2/NC(=O)N(Cc3ccccc3F)C2=O)c1O
20	Cc1ccccc1NC(=O)Cc1nc(COC(=O)c2nc(Cl)ccc2Cl)cs1
21	CCCNC(=O)N(CCOC)CC1CCCN(C2Cc3ccccc3C2)C1 (stereo not drawn)
22	CCn1c(CSc2nnc(C)n2-c2ccccc2)nc2cc(S(=O)(=O)N(C)C)ccc21
23	CCOC(=O)c1c(C2CC2)csc1NC(=O)CSCc1c(C)noc1C
24	CCOC(=O)c1ccc(Nc2nc(C)cc(=O)[nH]2)cc1

Compound	19	20	21	22	23	24
OXTR agonist	-1.8	-0.4	-0.4	-0.1	-0.8	1.4
TAAR1 ag	-1	-2	-2	0	7	6
OXTR potentiator	-1	-4	8	-9	-9	-2
CHRM1 antagonist	0	-8	-19	-1	-24	-3
CHO parental Ca	-5	-20	-22	-13	-24	2
M1 ag	-1	-3	-8	-3	-4	0
V1aR counter	-1.4	0.7	0.1	0.7	1.6	3.2
M1 PAM	6	3	11	0	5	-3
TAAR1 antag	-18	4	-2	16	16	-4

25	Cc1c(NC(=O)C(C)OC(=O)/C=C/c2ccco2)c(=O)n(-c2ccccc2)n1C (stereo not drawn)
26	CCCC(=O)Nc1c(C)nn(C(=O)CCC)c1C
27	O=c1c2ccccc2nc(SCc2nc(-c3ccccc3)no2)n1-c1ccc(F)cc1
28	Cc1ccc(NC(=O)c2[nH]cnc2C(=O)NN)cc1
29	Cc1cc(C)n(-c2ccc(C(=O)OCC(=O)N(CC(C)C)C3CCS(=O)(=O)C3)cc2)n1 (stereo not drawn)
30	O=C(COC(=O)CCCCCN=C1NS(=O)(=O)c2ccccc21)Nc1ccc(Cl)c(Cl)c1

Compound	25	26	27	28	29	30
OXTR agonist	1.1	-0.1	-0.5	-1.1	0.7	4.0
TAAR1 ag	0	2	nt	3	5	37
OXTR potentiator	6	-2	-4	-3	-1	-17
CHRM1 antagonist	-5	8	-13	-12	-11	1
CHO parental Ca	5	-4	-6	-20	-4	7
M1 ag	-3	-2	-7	-3	-4	-4
V1aR counter	0.1	0.7	0.9	0.0	0.7	5.1
M1 PAM	3	-3	6	8	11	-3
TAAR1 antag	-6	13	nt	-12	9	26

31	CC(=O)NC(CCS(C)(=O)=O)C(=O)Nc1cccc(C)c1C (stereo not drawn)
32	CCCCCn1c(=O)c(C(=O)c2ccccc2)nc2ccccc21
33	Cc1cc(C)c(C(=O)COC(=O)C2CCN(c3ccc(C(F)(F)F)cn3)CC2)cc1C
34	C/C(CC(=O)Nc1c(Cl)cccc1C(F)(F)F)=N\NC(=O)c1cnccn1
35	COc1cc(OC)cc(C2=NC3(CCC(C)CC3)NC2=S)c1 (stereo not drawn)
36	COc1ccc(C(=O)Nn2cnnc2)cc1OC

Compound	31	32	33	34	35	36
OXTR agonist	-0.5	-1.4	-0.4	0.2	-2.4	-0.1
TAAR1 ag	2	-2	1	5	0	3
OXTR potentiator	-1	7	-10	-1	-21	-3
CHRM1 antagonist	13	-8	-5	-8	-11	-9
CHO parental Ca	7	7	-24	-6	-12	-23
M1 ag	1	-7	-5	0	-6	-1
V1aR counter	0.8	-2.1	0.1	-1.5	-1.0	1.5
M1 PAM	-9	0	1	7	2	19
TAAR1 antag	0	6	-22	-13	-13	5

37	CCOC(=O)COc1c(Cl)cc(C2NC(=S)NC(c3ccccc3)=C2C(C)=O)cc1OC (stereo not drawn)
38	CC(C)(C)c1ccc(C(=O)N2CCN(CCNC(=O)C(=O)Nc3ccc(F)cc3)CC2)cc1
39	CC(OC(=O)C1CC1C)C(=O)Nc1ccc(Cl)cn1 (stereo not drawn)
40	Cc1ccc(S(=O)(=O)N(C)c2ccc(OC(=O)COc3ccccc3)cc2)cc1
41	O=C(CSc1nc2ccccc2c(=O)n1-c1ccccc1F)N1CCOCC1
42	COc1ccc(-c2cc(-c3nnc(COC(=O)CC4CC5CCC4C5)o3)c3ccccc3n2)cc1OC (stereo not drawn)

Compound	37	38	39	40	41	42
OXTR agonist	3.8	5.0	nt	4.0	-0.1	-1.2
TAAR1 ag	3	2	0	4	0	4
OXTR potentiator	-7	-9	nt	-5	6	-6
CHRM1 antagonist	-10	0	0	-9	-10	19
CHO parental Ca	-10	-8	nt	10	-8	-26
M1 ag	-6	1	3	-1	0	-6
V1aR counter	2.5	7.4	nt	4.5	-0.6	0.1
M1 PAM	7	-1	5	16	4	-4
TAAR1 antag	-27	-10	-8	-11	-11	37

Along the list, quoted from above:
V1aR counter, entries 37 to 42, in order: 2.5, 7.4, nt, 4.5, -0.6, 0.1
TAAR1 ag, entries 37 to 42, in order: 3, 2, 0, 4, 0, 4

Next part:
43	C=CC(=O)Nc1ccc(CN2C(=O)N(c3c(Cl)c(OC)cc(OC)c3Cl)Cc3cnc(NCCCCN(CC)CC)nc32)cc1
44	CC(=O)OC1C(N2CCCCC2)c2c(ccc(/C=C/C(=O)N3CCCCC3)c2O)OC1(C)C (stereo not drawn)
45	O=C(C1CC(=O)N(c2ccccc2F)C1)N1CCOCC1 (stereo not drawn)
46	CC(=O)Nc1ccc(NS(=O)(=O)c2ccc(C)cc2)c([N+](=O)[O-])c1
47	O=C(CN1C(=O)NC2(CCOc3ccccc32)C1=O)c1cccs1 (stereo not drawn)
48	NC(=O)CC(NC(=O)c1ccc(Br)cc1)c1ccc(N2CCC(Br)CC2)c([N+](=O)[O-])c1 (stereo not drawn)

Compound	43	44	45	46	47	48
OXTR agonist	1.3	-0.5	0.6	-0.8	0.7	-0.4
TAAR1 ag	nt	0	0	4	5	2
OXTR potentiator	5	-6	-7	-13	-6	-4
CHRM1 antagonist	39*	-6	-3	6	-8	5
CHO parental Ca	-16	-4	1	-18	-15	-5
M1 ag	-11	-4	-2	-3	-4	-2
V1aR counter	1.8	2.8	6.9	-1.0	0.3	0.7
M1 PAM	-30	5	-2	2	3	4
TAAR1 antag	nt	-33	-11	-10	-7	15

Screening data from PubChem BioAssay.
